Screening data (PubChem)
ABCB6 inh MLPCN – ABCB6 transporter inhibitors, primary screen, K562-ABCB6 cells, flow cytometry, MLPCN library. ATP-binding cassette sub-family B member 6 (Homo sapiens), Q9NP58. K562-ABCB6 porphyrin accumulation, 1 h; active compounds read low. fluorescence ratio to DMSO, % at 10 µM. 360,000 tested, 0.19% active. AID 602162, 2011;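 active = fluorescence ratio to DMSO below 75%, the collection mean minus 3 SD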;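 also: signal is porphyrin accumulated inside mitochondria; 100% equals median channel fluorescence of DMSO control wells; lower ratio means ABCB6 inhibition with less porphyrin fluorescence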
Target sequence (Q9NP58 whole entry, looked up): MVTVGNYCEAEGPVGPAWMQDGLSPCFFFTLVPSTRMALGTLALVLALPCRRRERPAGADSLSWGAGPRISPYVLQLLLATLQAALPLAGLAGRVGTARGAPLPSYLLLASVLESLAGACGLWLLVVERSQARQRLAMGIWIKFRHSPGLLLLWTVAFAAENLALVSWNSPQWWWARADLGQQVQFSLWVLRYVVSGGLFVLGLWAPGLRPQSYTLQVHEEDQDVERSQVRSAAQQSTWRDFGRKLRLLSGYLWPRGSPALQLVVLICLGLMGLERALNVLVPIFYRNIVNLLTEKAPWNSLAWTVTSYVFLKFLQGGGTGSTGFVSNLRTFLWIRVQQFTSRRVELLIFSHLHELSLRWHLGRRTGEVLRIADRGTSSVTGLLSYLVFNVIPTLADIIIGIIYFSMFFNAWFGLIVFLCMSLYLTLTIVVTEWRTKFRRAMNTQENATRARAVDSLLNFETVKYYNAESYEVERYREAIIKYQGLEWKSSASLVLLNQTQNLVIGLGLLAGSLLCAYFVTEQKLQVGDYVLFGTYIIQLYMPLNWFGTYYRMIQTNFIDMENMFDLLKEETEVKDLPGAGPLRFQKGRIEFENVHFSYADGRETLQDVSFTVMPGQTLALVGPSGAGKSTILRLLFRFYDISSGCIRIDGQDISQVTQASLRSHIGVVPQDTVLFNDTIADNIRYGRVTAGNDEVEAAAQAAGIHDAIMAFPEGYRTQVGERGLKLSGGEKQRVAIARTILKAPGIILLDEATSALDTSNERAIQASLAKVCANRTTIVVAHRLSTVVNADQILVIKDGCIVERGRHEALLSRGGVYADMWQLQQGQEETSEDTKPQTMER
MC4R antag cAMP – MC4R antagonists of cAMP signaling, primary screen, cell-based, TR-FRET, antagonist arm of biased-ligand search | 360,000 tested, 0.48% active | Melanocortin receptor 4 (Homo sapiens), P32245 | inhibition, % at 6.5 µM | MC4R-expressing cells, MTII-stimulated cAMP, LANCE TR-FRET;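 active = inhibition above its plate's cutoff, the mean of tested wells on that plate plus 3 SD, cut at about 29% in these data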;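 also: 0% = Melanotan II alone and 100% = Melanotan II plus saturating MCL0020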
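System: U2OS cells stably expressing human melanocortin 4 receptor (MC4R). Reagent: Melanotan II challenge after compound preincubation. Doses: 6.5 µM. Times: 30-min compound, 1-h challenge, 1-h detection, room temperature. Measured by: TR-FRET with Eu-cAMP and labeled anti-cAMP, 671 nm. Replicates: singlicate.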
N-glyco inh – increase of ERlucT glycosylation luciferase signal, primary screen, N-linked glycosylation inhibitor project, D54 ERlucT cells, luminescence, set 2; AID 588692, 2011; reporter increase, % at 12.5 µM; D54 ERlucT glycosylation luciferase reporter, 24 h; percent of 100 nM tunicamycin response; 360,000 tested, 0.23% active;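 active = mean luciferase reporter signal, scaled so untreated is 0 and the glycosylation-blocking control 100, at or above a set limit in every replicate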;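 also: luciferase carries N-glycosylation sites so blocking glycosylation raises the light; 0% = median of neutral control wells and 100% = median of 100 nM tunicamycin wells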
H9c2 protect – cardioprotection against H2O2-induced cell death, primary screen, uHTS, H9c2 cells, ATPLite luminescence | H9c2 cardiomyocytes, H2O2 injury protection, 2 h | protection from H2O2 cell death, % at 20 µM | 360,000 tested, 0.63% active;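 active = compounds giving at least 50% protection of heart cells from peroxide-induced death in the single-dose screen, raw or plate-pattern-corrected value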;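 also: 0% = DMSO wells with peroxide and 100% = DMSO wells without peroxide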
TLR9-MyD88 block – inhibitors of TLR9-MyD88 association in cells, primary screen, cell-based, CHO, BLA complementation, fluorescence | Toll-like receptor 9 (Homo sapiens) + Myeloid differentiation primary response protein … | CCF4 FRET ratio | inhibition, % at 4.98 µM | 340,000 tested, 0.21% active;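 active = inhibition above the mean over all tested compounds plus 3 SD, cut at about 21% in these data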;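 also: 0% = DMSO only wells and 100% = clavulanate BLA inhibitor control wells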
NOD2 RIPK2 PPI – NOD2-RIPK2 binding disruptors in cells, primary screen, fluorescence, CHO cells, BLA complementation; Receptor-interacting serine/threonine-protein kinase 2 (Homo sapiens), O43353; CCF4 ratio; inhibition, % at 4.98 µM; 360,000 tested, 0.38% active; AID 624267, 2012; in the data active = inhibition above about 21%;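 also: 0% = vehicle only and 100% = reference blocker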
ABHD5-PLIN5 inh – ABHD5-PLIN5 interaction inhibitors, primary screen, cell lysate, split luciferase complementation, luminescence; Perilipin-5 (Homo sapiens) + 1-acylglycerol-3-phosphate O-acyltransferase ABHD5 (Homo …; Split G. princeps luciferase complementation, 4 h; inhibition, % at 4 µM; 360,000 tested, 0.78% active;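 active = inhibition above the mean inhibition across every tested compound plus 3 SD, cut at about 22% in these data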;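 also: 0% = DMSO only wells and the 100% control is not disclosed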
SRC2 inh – inhibition of GAL4-SRC2 driven luciferase reporter, primary screen, SRC2 inhibitor project, cell-based, luminescence | inhibition, % at 9 µM | 370,000 tested, 0.17% active | HEK293 GAL4-SRC2 luciferase reporter | Nuclear receptor coactivator 2 (Homo sapiens), Q15596;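 active = inhibition above the mean inhibition of all tested compounds plus 3 SD, set per campaign, cut at about 52% in these data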;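 also: 0% = DMSO treated cells and 100% = cells given Gossypol at 36 µM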
m5-HT2A agonist – mouse Htr2a agonists via beta-arrestin recruitment, primary screen, cell-based, luminescence. CHO-K1 mHTR2A beta-arrestin complementation; percent of 30 µM serotonin response. 360,000 tested, 0.66% active. activation, % at 7.6 µM;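 active = activation above a run cutoff, the mean activation of all tested compounds plus 3 SD, cut at about 14% in these data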;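 also: 0% = plate median of compound wells and 100% = 30 µM serotonin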
MC4R barr agon – MC4R agonists recruiting beta-arrestin, primary screen, cell-based, luminescence, agonist arm of biased-ligand search; activation, % at 8.9 µM; U2OS MC4R beta-arrestin complementation; percent of melanotan II response, DMSO zero; Melanocortin receptor 4 (Homo sapiens), P32245; 360,000 tested, 0.98% active;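 active = activation above a per-plate cutoff, the mean activation of sample wells on that plate plus 3 SD, cut at about 8% in these data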
The depositor's hits bear a star; nt = not tested or not shown. Only part of the results is shown. The share of hits here may be higher or lower than overall.

1) CC(NC(=O)Cn1cc(Br)c([N+](=O)[O-])n1)c1ccccc1 (stereo not given)
2) Oc1ccc(Cc2ncc(C(F)(F)F)cc2Cl)cc1
3) Cc1ccc(OCCCN2CCC(C(O)(c3ccccc3)c3ccccc3)CC2)cc1
4) COc1cc(C2=NOC(C(=O)N3CCOCC3)C2)cc(OC)c1OC (stereo not given)
5) CC(C)OCCCNC(=O)c1cc(-c2cccnc2)nc2ccccc12
6) COc1cccc(/C=N/Nc2ccc([N+](=O)[O-])cn2)c1O
7) CC(C(=O)OCC(=O)c1cccc([N+](=O)[O-])c1)N1C(=O)C2C3CCC(C3)C2C1=O (stereo not given)
8) Cc1ccc(-c2nnc(Nc3ccc(CC(N)=O)cc3)c3ccccc23)cc1S(N)(=O)=O

assay / compound,1,2,3,4,5,6,7,8
m5-HT2A agonist,-4,8,-4,3,-1,-1,5,-4
H9c2 protect,2,-2,nt,1,15,29,5,0
ABCB6 inh MLPCN,102,100,100,91,93,92,257,97
N-glyco inh,4,-1,nt,3,-1,-21,0,0
MC4R antag cAMP,11,-5,nt,-4,12,-3,18,2
TLR9-MyD88 block,-9,7,nt,2,8,12,0,-2
NOD2 RIPK2 PPI,-12,3,-6,-11,-12,5,-9,8
ABHD5-PLIN5 inh,4,7,7,5,4,10,1,0
SRC2 inh,-4,-12,12,5,14,30,-10,-17
MC4R barr agon,-0.6,3.8,nt,-0.8,2.8,23*,-0.2,-1.9

Arranged by value in ABHD5-PLIN5 inh (highest first): some entries from above.
| no. | Molecule | ABHD5-PLIN5 inh |
| --- | --- | --- |
| 6 | COc1cccc(/C=N/Nc2ccc([N+](=O)[O-])cn2)c1O | 10 |
| 2 | Oc1ccc(Cc2ncc(C(F)(F)F)cc2Cl)cc1 | 7 |
| 1 | CC(NC(=O)Cn1cc(Br)c([N+](=O)[O-])n1)c1ccccc1 (stereo not given) | 4 |
| 8 | Cc1ccc(-c2nnc(Nc3ccc(CC(N)=O)cc3)c3ccccc23)cc1S(N)(=O)=O | 0 |

More structures.
9) CCCCc1ccc(NC(=O)N2CCNC(=O)C2CC(=O)Nc2ccsc2C(=O)OC)cc1 (stereo not given)
10) CCN1C(=O)[C@H]2[C@@H](c3ccc(-c4ccc(OC)cc4)cc3)N3CCC[C@@]3(C(=O)OC)[C@H]2C1=O
11) COc1cccc(-c2nnc(SCC(=O)N3CCOCC3)o2)c1
12) O=C(COC(=O)c1ccccc1O)Nc1cccc(S(=O)(=O)N2CCCC2)c1
13) Cn1c(=O)[nH]c(=O)c2c1nc(N/N=C/c1ccncc1)n2Cc1ccc(Cl)cc1
14) NC(=O)C1CCN(C(=O)/C=C/c2cc(Br)ccc2F)CC1
15) COCCOC(=O)c1c(NC(=O)COC(=O)c2ccc(C)o2)sc(C(N)=O)c1C
16) CCCCCC(=O)N1C[C@@H](n2cc(COC(=O)c3ccccc3)nn2)[C@H](O)C[C@@H]1c1ccccc1

assay / compound,9,10,11,12,13,14,15,16
m5-HT2A agonist,0,8,3,2,-3,-4,-4,1
H9c2 protect,9,-1,5,-4,34,-6,23,1
ABCB6 inh MLPCN,95,101,96,89,98,93,96,93
N-glyco inh,-1,-4,-3,-2,19,0,2,0
MC4R antag cAMP,6,17,-3,5,-8,4,10,8
TLR9-MyD88 block,6,0,0,9,nt,15,-14,-7
NOD2 RIPK2 PPI,-14,-4,-11,18,0,7,-2,-9
ABHD5-PLIN5 inh,13,4,-2,-5,7,0,-4,-1
SRC2 inh,-8,8,-50,11,-19,-13,9,8
MC4R barr agon,1.2,-0.5,-0.7,-1.4,-1.4,-2.4,-2.4,-0.4

17) CC(=O)N1N=C(c2ccc(C)c([N+](=O)[O-])c2)OC1(C)C
18) CC(=O)N(CCC(Cc1ccccc1)c1ccco1)Cc1ccco1 (stereo not given)
19) O=C(CCC(=O)Nc1cc(C(F)(F)F)ccc1Cl)N/N=C\c1cc([N+](=O)[O-])ccc1O
20) O=C(c1cccc(C(F)(F)F)c1)N1CCC(O)(CS(=O)(=O)Cc2ccc(Cl)cc2)CC1
21) CN1CCN(c2ccc(S(=O)(=O)N3CCOCC3)cc2NC(=O)C2CCCCC2)CC1
22) CN(Cc1cccs1)C(=O)CSc1nc(N)cc(N)n1
23) Cc1ccc(C(=O)NCC(=O)N(C)Cc2ccc(Cl)cc2Cl)s1
24) O=C(C(=Cc1ccccc1)c1ccccc1)c1ccccc1

assay / compound,17,18,19,20,21,22,23,24
m5-HT2A agonist,3,4,-10,0,-2,-2,-7,-4
H9c2 protect,-1,-1,44,-4,-2,4,-1,-11
ABCB6 inh MLPCN,94,99,88,85,98,96,97,99
N-glyco inh,-1,1,0,-2,3,1,-2,-2
MC4R antag cAMP,-13,1,6,4,15,-3,15,nt
TLR9-MyD88 block,-3,-8,-9,0,-7,-3,1,nt
NOD2 RIPK2 PPI,-15,-1,-9,-16,-5,-7,-10,-8
ABHD5-PLIN5 inh,-1,16,-11,0,7,3,2,4
SRC2 inh,-2,4,1,6,26,-2,19,0
MC4R barr agon,-0.8,0.6,-2.5,-1.6,1.0,-1.4,-0.7,nt

Rewritten tab-delimited: two of the compounds above
cpd	SMILES	m5-HT2A agonist	H9c2 protect	ABCB6 inh MLPCN	N-glyco inh	MC4R antag cAMP	TLR9-MyD88 block	NOD2 RIPK2 PPI	ABHD5-PLIN5 inh	SRC2 inh	MC4R barr agon
19	O=C(CCC(=O)Nc1cc(C(F)(F)F)ccc1Cl)N/N=C\c1cc([N+](=O)[O-])ccc1O	-10	44	88	0	6	-9	-9	-11	1	-2.5
20	O=C(c1cccc(C(F)(F)F)c1)N1CCC(O)(CS(=O)(=O)Cc2ccc(Cl)cc2)CC1	0	-4	85	-2	4	0	-16	0	6	-1.6

The listing continues:
25) CCc1ccc(N(CC(=O)Nc2ccc(OC)cc2OC)S(C)(=O)=O)cc1
26) CC1CCc2[nH]c3ccc(C(=O)N(C)CC(=O)Nc4ccc(F)cc4)cc3c2C1 (stereo not given)
27) O=S(NCc1ccccc1)C12CC3CC(CC(C3)C1)C2 (stereo not given)
28) Cc1ccc(C)c2nc(SCC(=O)N3CCCc4ccccc43)c(C#N)cc12
29) Cc1csc(NC(=O)CNS(=O)(=O)c2cccs2)n1
30) COc1ccc(NC(=O)CN(C)C(=O)c2sc3cc(Cl)ccc3c2Cl)cc1
31) CCOc1ccc(S(=O)(=O)NCCC(=O)NC(C)CCc2ccccc2)cc1 (stereo not given)
32) Oc1cccc(-n2nnnc2SCc2ccccc2F)c1

assay / compound,25,26,27,28,29,30,31,32
m5-HT2A agonist,-5,-9,-4,1,-2,-7,2,-1
H9c2 protect,-6,4,3,11,0,-2,0,-3
ABCB6 inh MLPCN,101,97,99,92,94,96,99,98
N-glyco inh,0,-1,3,-4,0,1,-1,-1
MC4R antag cAMP,-3,4,3,3,1,9,6,7
TLR9-MyD88 block,-4,-1,4,0,7,10,3,8
NOD2 RIPK2 PPI,-7,-7,5,-10,1,-2,7,-7
ABHD5-PLIN5 inh,0,0,-2,8,4,-7,-1,0
SRC2 inh,-19,-8,-29,5,-7,23,8,12
MC4R barr agon,-0.7,-2.9,-0.7,-1.6,-2.9,-1.4,-4.0,-1.8

33) COc1ccccc1NC(=S)N1CCC(NC(=O)c2ccco2)CC1
34) COc1cccc(NC(=O)COc2ccc(C(=O)N3CCN(C)CC3)cc2)c1
35) CC(C)Oc1ccc(C(CC(=O)O)NC(=O)Cc2ccc(Cl)cc2)cc1 (stereo not given)
36) CC1CN(CCOc2cccc(Oc3ccccc3)c2)CC(C)O1 (stereo not given)
37) Cc1cc(-c2nnc(SCC(=O)Nc3ccc(F)c(F)c3)n2N)n[nH]1
38) CCOc1ccc(NC(=O)CSc2nnc(Cn3c(=O)sc4ccccc43)n2C)cc1
39) COc1cc(C(=O)O/N=C2/C=C(C)C(=O)C=C2C)cc(OC)c1OC
40) COc1cc(NC(=O)C2CC2)c(C(=O)O)cc1OC

assay / compound,33,34,35,36,37,38,39,40
m5-HT2A agonist,3,8,3,-7,3,-2,-2,6
H9c2 protect,-3,-1,-2,-4,-1,8,-1,-5
ABCB6 inh MLPCN,96,105,102,101,88,97,83,99
N-glyco inh,3,0,0,-2,1,0,-1,4
MC4R antag cAMP,-4,20,16,15,7,-4,13,5
TLR9-MyD88 block,6,-3,-8,-2,-1,3,0,-3
NOD2 RIPK2 PPI,6,-3,-3,-3,-2,-6,0,3
ABHD5-PLIN5 inh,-1,6,4,4,-8,-3,2,7
SRC2 inh,-9,-11,5,20,-6,16,-9,-9
MC4R barr agon,-4.0,-0.4,-0.4,2.9,-2.1,-1.1,-1.4,0.5

41) COc1ccc([C@@H]2[C@@H]3C(=O)N(C(C)(C)C)C(=O)[C@@H]3[C@]3(C)C(=O)N(c4cccc(C)c4)C(=O)N23)cc1
42) CCn1nc(C(=O)NCc2nnc3ccccn23)c2ccccc2c1=O
43) COc1ccc(C(=O)COC(=O)c2cncc(Br)c2)cc1
44) CC1CCN(c2ccc([N+](=O)[O-])cc2C(N)=O)CC1

assay / compound,41,42,43,44
m5-HT2A agonist,4,0,6,4
H9c2 protect,12,6,-3,8
ABCB6 inh MLPCN,85,99,97,101
N-glyco inh,2,-1,-2,1
MC4R antag cAMP,-2,9,4,16
TLR9-MyD88 block,-2,0,-7,2
NOD2 RIPK2 PPI,2,-4,-10,-1
ABHD5-PLIN5 inh,-1,-7,4,1
SRC2 inh,-21,-13,7,23
MC4R barr agon,-2.3,-1.6,-0.5,-0.3
